HIV RNase H inh: inhibitors of HIV-1 reverse transcriptase RNase H. P04585. AID 565. RT-RNase H RNA/DNA duplex cleavage, fluorescence. 65,000 tested, 1.9% active. inhibition, % at 10 µM; in the data active means inhibition above about 50%
RmlC RmlD mix: mixture blocks RmlC and RmlD coupled enzyme activity; RmlC/RmlD coupled enzyme inhibition, 384-well mixture HTS; inhibition, % at 5.5 µM; 110,000 tested, 0.39% active; in the data active means inhibition above about 30%, passing the limit was not always enough; further: strong numbers were not always called active
* marks the source's active call; other numbers are inactive results; . = no result given.

#1 CCCNc1nc2c(c(=O)n(C)c(=O)n2C)n1Cc1cccc(C)c1
#2 COC(=O)c1ccc(C2/C(=C(\O)c3cccc(OC)c3)C(=O)C(=O)N2CCCN(C)C)cc1 (stereo unspecified)
#3 Cc1ccccc1CN1C(=O)CSc2ccc(C(=O)N3CCOCC3)cc21
#4 O=C(CC1OC(=O)c2ccccc21)Nc1ccccc1N1CCOCC1 (stereo unspecified)
#5 O=c1c2cc(N3CCOCC3)ccc2[nH]c(=S)n1CCCN1CCCCCC1
#6 CCSc1nnc(Cn2c(=O)sc3ccccc32)n1-c1ccccc1C
#7 Nc1nc2ccccc2nc1N1CCCC1
#8 Cc1cc2ccccc2nc1SCC(=O)N1c2ccccc2CC1C (stereo unspecified)

assay / entry	1	2	3	4	5	6	7	8
HIV RNase H inh	2.4	-2.7	-11.3	-0.8	4.9	-7.2	.	.
RmlC RmlD mix	11.3	.	10.1	-0.2	4.7	5.9	10.9	7.0

#9 CCCNC(=O)N1[C@H]2CC[C@@H]1C(C(=O)OC)=C(c1ccccc1)C2
#10 CCCN1C(=O)C(NC(C)=O)c2ccccc21 (stereo unspecified)
#11 CCCOc1ccc2c3c(c(=O)oc2c1)CCCC3
#12 Cc1ccc(-c2c(C#N)c(N)nc3c2CCCC3)s1
#13 C=CCOc1c(Cl)cc(/C=N/O)cc1OC
#14 CC(N=C1NS(=O)(=O)c2ccccc21)C(=O)NCc1ccc2c(c1)OCO2 (stereo unspecified)
#15 O=C(NCc1ccc(Cl)cc1)c1cc(-c2cccs2)on1
#16 Cc1cc(C)nc(N2CCCC(C(=O)Nc3cc(F)ccc3C)C2)n1 (stereo unspecified)

assay / entry	9	10	11	12	13	14	15	16
HIV RNase H inh	.	.	-10.4	.	-47.6	.	0.9	-9.2
RmlC RmlD mix	4.3	-5.4	-18.5	-45.8	-16.1	8.6	-14.9	.

#17 COC(=O)c1sccc1NC(=O)Nc1cccc(Cl)c1Cl
#18 CCC(Cc1ccccc1)NC(=O)C1CCC(CNc2c(N3CCCC3)c(=O)c2=O)CC1 (stereo unspecified)
#19 Cc1c(S(=O)(=O)N2CCN(c3cccc(C(F)(F)F)c3)CC2)c(=O)n(C)c(=O)n1C
#20 CC(C)N(Cc1nc(-c2ccccc2)no1)C(=O)C(C)(C)C
#21 C/C(=C1/SC(N2CCOCC2)=NC1=O)c1ccc(Br)cc1
#22 Cc1ccc2nc(SCC(=O)N3c4ccccc4CC3C)c(C)cc2c1 (stereo unspecified)
#23 Fc1cccc(CN2CCN(c3ncccn3)CC2)c1
#24 Cc1ncc(CC(=O)n2cc(C(=O)c3cc(F)ccc3O)cn2)s1

assay / entry	17	18	19	20	21	22	23	24
HIV RNase H inh	.	.	-1.1	-8.2	-14.8	.	-0.4	.
RmlC RmlD mix	-8.8	0.0	3.0	-8.1	1.6	8.3	-90.2	-3.8

#25 NC(=O)c1ccccc1O
#26 CC(Sc1ccc(Br)cc1)C(N)=O (stereo unspecified)
#27 CCC(C)c1ccc(-c2cc(C(=O)OCC(=O)Nc3cc(C)on3)c3ccccc3n2)cc1 (stereo unspecified)
#28 CN(C)CCNC(=O)C(C(=O)c1ccccc1)n1ccccc1=O (stereo unspecified)
#29 CCC(=O)N1CCCc2cc(S(=O)(=O)NCc3cccs3)ccc21
#30 Cc1ccc(-c2nc3ccccc3c(=O)n2CCCN2CCOCC2)cc1
#31 COc1ccc(Cc2nnc(NC(=O)Cc3cccs3)s2)cc1
#32 COCCn1c(C(=O)N2CCCC2)cc2c1C[C@H]1CN(C(=O)c3ccccc3)[C@@](Cc3ccc(F)cc3)(C(=O)OC)[C@@H]21

assay / entry	25	26	27	28	29	30	31	32
HIV RNase H inh	.	1.4	.	5.6	-16.4	-15.9	70.2*	.
RmlC RmlD mix	6.2	-6.3	21.3	5.0	0.0	-18.8	.	8.4

#33 CC(=O)NCCn1c(SCC(=O)NCCC2=CCCCC2)nc2ccccc2c1=O
#34 O=C(Nc1cccc(C(F)(F)F)c1)N1CCC(c2nc(-c3ccc(F)cc3)no2)CC1
#35 COc1ccc(OC(=O)c2ccc3nsnc3c2)cc1
#36 Cc1sc(NC(=O)c2ccccc2)c(C(=O)NC(C)C)c1C
#37 COc1ccc(NC(=O)CSc2ncnc3c2cnn3CCc2ccccc2)cc1
#38 O=S(=O)(NCCc1cn2ccccc2n1)c1ccc2c(c1)OCCO2
#39 CC(=O)N1C(Nc2ccc(Cl)cc2)CCN1c1ccccc1 (stereo unspecified)
#40 CC(CC(=O)N1CCc2ccccc21)c1ccccc1 (stereo unspecified)

assay / entry	33	34	35	36	37	38	39	40
HIV RNase H inh	-11.8	67.3*	.	.	.	-17.1	.	.
RmlC RmlD mix	-4.7	6.2	-8.2	-12.9	150.8	-13.4	7.9	0.8

#41 O=C1S/C(=C/c2ccc(N3CCOCC3)o2)C(=O)N1Cc1c(F)cccc1Cl
#42 O=C(Cc1ccc(Br)cc1)N1CCN(c2ccccc2)CC1
#43 COC(=O)c1cc2occc2n1CC(=O)Nc1ccc(C)cc1C
#44 O=C(Nc1ccccc1)c1ccc(S(=O)(=O)NCC2CCCO2)cc1 (stereo unspecified)
#45 O=C(O)c1cc([N+](=O)[O-])ccc1C(=O)Nc1ccccc1
#46 CSc1oc(-c2ccccc2)nc1C(N)=O
#47 Cc1ccc(C(=O)Nc2cccc(C(=O)N3CCOCC3)c2)cc1
#48 CCCc1cc(C(=O)Nc2ccc(C(C)=O)cc2)no1

assay / entry	41	42	43	44	45	46	47	48
HIV RNase H inh	.	-8.4	3.6	-5.9	.	-11.4	.	-0.6
RmlC RmlD mix	12.7	-5.2	5.1	.	-9.4	8.0	1.7	-6.5

#49 O=S(=O)(c1ccccc1)c1nc(-c2ccco2)oc1NCCCn1ccnc1
#50 CCc1nnc(NC(=O)C2CCCN2S(=O)(=O)c2ccccc2)s1 (stereo unspecified)
#51 COc1ccc(C(=O)NC(=S)Nc2ccccc2N2CCN(S(C)(=O)=O)CC2)cc1OC
#52 CCC(=O)n1nc(-c2ccccc2)nc1SCC(=O)Nc1ccc(C)cc1
#53 O=C1CN(C(=O)CSc2nnc(-c3ccccc3)n2Cc2ccc3c(c2)OCO3)c2ccccc2N1
#54 O=C(NC1CCSC1=O)c1ccccc1 (stereo unspecified)
#55 O=C(CN1CCOc2ccccc21)NC1CCN(Cc2ccccc2)CC1
#56 Cc1nc2ccccc2nc(C)c1=NO

assay / entry	49	50	51	52	53	54	55	56
HIV RNase H inh	-2.0	-2.0	.	.	1.7	.	-18.2	.
RmlC RmlD mix	-1.9	-13.2	-10.1	8.4	154.0	16.2	-10.9	13.2

#57 CCCS(=O)(=O)N1CCCC(C(=O)NCCN(CC)c2ccccc2)C1 (stereo unspecified)
#58 Cc1cc(C)n(C(=O)c2ccc(NC(=O)C3CC3)cc2)n1
#59 CCN(CC)CCNS(=O)(=O)c1ccc(OC)c(Br)c1
#60 Cc1ccccc1NC(=O)c1csc2c1CCCC2
#61 Cc1cc(C(=O)Nc2c(C)n(C)n(-c3ccccc3)c2=O)cs1
#62 FC(F)Sc1ccc(Nc2ncnc3nc[nH]c23)cc1
#63 O=C(c1c[nH]c(=O)n(-c2ccccc2)c1=O)N1CCc2ccccc21
#64 O=C(c1ccc(CNS(=O)(=O)c2ccccc2)cc1)N1CCN(Cc2ccccc2)CC1

assay / entry	57	58	59	60	61	62	63	64
HIV RNase H inh	-10.5	-9.7	.	.	4.4	.	-15.1	.
RmlC RmlD mix	11.7	7.5	2.0	2.8	-9.2	8.5	2.8	6.3

A draw from above in order of count of non-hydrogen atoms, smallest number first.
#60 Cc1ccccc1NC(=O)c1csc2c1CCCC2
#62 FC(F)Sc1ccc(Nc2ncnc3nc[nH]c23)cc1
#57 CCCS(=O)(=O)N1CCCC(C(=O)NCCN(CC)c2ccccc2)C1 (stereo unspecified)

assay / entry	60	62	57
HIV RNase H inh	.	.	-10.5
RmlC RmlD mix	2.8	8.5	11.7

Carrying on:
#65 Cc1ccc(S(=O)(=O)N2CCOCC2)cc1NC(=O)c1cc2c(s1)CCC2
#66 CCn1c(N2CCN(S(=O)(=O)c3ccccc3C(F)(F)F)CC2)nc2ccccc21
#67 CC(C)(C)C(=O)/C(C#N)=c1\s/c(=C\c2ccncc2)c(=O)n1CCCN1CCOCC1
#68 Cn1cc(S(=O)(=O)NCc2cccs2)c(=O)n(C)c1=O
#69 O=S(=O)(Nc1ncccc1O)c1ccc(Cl)cc1
#70 CCOC(=O)c1c(C=O)c(C)n(Cc2ccc(C)cc2)c1C
#71 CS(=O)(=O)Nc1ccccc1C(=O)NC1CC2CCC1C2 (stereo unspecified)
#72 Cc1ccc(S(=O)(=O)C(C#N)c2nc3ccccc3nc2N2CCCCC2)cc1 (stereo unspecified)

assay / entry	65	66	67	68	69	70	71	72
HIV RNase H inh	.	-13.6	7.5	-5.8	-20.6	.	-3.0	1.9
RmlC RmlD mix	5.3	2.4	.	7.3	7.4	6.6	-5.0	.

#73 CCCCS(=O)(=O)/C=C\C=C/S(=O)(=O)CCCC
#74 CCSC1=C(C#N)C(c2ccccc2Cl)CC(=O)N1 (stereo unspecified)
#75 Nc1cccnc1Sc1ccc(Cl)cc1
#76 CCn1nc(C)c(/C=N\NC(=O)c2ccc3c(c2)OCO3)c1C
#77 Cc1occc1C(=O)N1CCN(S(C)(=O)=O)CC1
#78 COC(=O)[C@@H]1C[C@H]2CC[C@H](O)C[C@H]2N1Cc1ccc(C)s1
#79 CCOC(=O)c1c(N)sc2c(NC(C)=O)cccc12
#80 CN1C2CCC1/C(=C\c1ccccc1Cl)C(=O)/C2=C\c1ccccc1Cl

assay / entry	73	74	75	76	77	78	79	80
HIV RNase H inh	31.1	4.9	.	.	-6.4	.	-6.8	.
RmlC RmlD mix	.	-10.8	-8.1	-17.3	7.8	-2.5	6.0	-12.6

Molecules above containing a cyano group, in the order listed:
#12 Cc1ccc(-c2c(C#N)c(N)nc3c2CCCC3)s1
#67 CC(C)(C)C(=O)/C(C#N)=c1\s/c(=C\c2ccncc2)c(=O)n1CCCN1CCOCC1
#72 Cc1ccc(S(=O)(=O)C(C#N)c2nc3ccccc3nc2N2CCCCC2)cc1 (stereo unspecified)
#74 CCSC1=C(C#N)C(c2ccccc2Cl)CC(=O)N1 (stereo unspecified)

assay / entry	12	67	72	74
HIV RNase H inh	.	7.5	1.9	4.9
RmlC RmlD mix	-45.8	.	.	-10.8

The list goes on.
#81 CCOC(=O)CSc1ncc(OC)c(Sc2ccc(OC)cc2)n1
#82 O=C(NNC(=O)C1CCN(Cc2ccccc2)CC1)c1cccc(Cl)c1
#83 CC(=O)C1=C(C)NC(SCC(=O)c2cc(Cl)ccc2Cl)=C(C#N)C1c1ccco1 (stereo unspecified)
#84 O=S(=O)(Nc1nccs1)c1cc(Cl)ccc1Cl
#85 COC(=O)c1ccc(NC(=S)N2CCN(Cc3cccc(C)c3)CC2)cc1
#86 COc1ccc(CCNc2c(C)c(C)nc3ncnn23)cc1
#87 CC(c1ccccc1)n1c(NCCCn2ccnc2)nc2c1c(=O)[nH]c(=O)n2C (stereo unspecified)
#88 CN1/C(=C\C=[N+](C)c2ccccc2)C(C)(C)c2ccccc21

assay / entry	81	82	83	84	85	86	87	88
HIV RNase H inh	.	.	12.4	2.5	.	0.2	-8.7	.
RmlC RmlD mix	5.0	11.4	-4.3	-2.9	8.4	-1.6	8.2	-7.0

Reformatted bar-delimited: entries from further up.
entry | SMILES | HIV RNase H inh | RmlC RmlD mix
85 | COC(=O)c1ccc(NC(=S)N2CCN(Cc3cccc(C)c3)CC2)cc1 | . | 8.4
86 | COc1ccc(CCNc2c(C)c(C)nc3ncnn23)cc1 | 0.2 | -1.6
87 | CC(c1ccccc1)n1c(NCCCn2ccnc2)nc2c1c(=O)[nH]c(=O)n2C (stereo unspecified) | -8.7 | 8.2

The results go on.
#89 CC(C)CCN1CC(O)=C(c2nc(-c3ccc(Cl)cc3)cs2)C1=N
#90 COC(=O)c1ccc(Cn2nc(C)cc2C)cc1
#91 Nc1nnnn1/N=C/c1cc(Cl)cc(Cl)c1OCc1ccc(Cl)cc1Cl
#92 COc1ccc(S(=O)(=O)N/N=C(/C)c2ccc(Cl)cc2)cc1
#93 CN1CCN(C(=O)C2=C[C@@H](c3coc4ccccc4c3=O)C[C@@H](OCc3ccc(CO)cc3)O2)CC1
#94 COc1ccc(Br)c2oc(S)cc(=O)c12
#95 O=C(NCc1ccco1)C(c1ccccc1)N(CC1CCCO1)C(=O)Cn1nnc2ccccc21 (stereo unspecified)
#96 CCn1c(C)csc1=NC(=O)c1ccccc1

assay / entry	89	90	91	92	93	94	95	96
HIV RNase H inh	.	.	.	.	.	.	4.4	-7.2
RmlC RmlD mix	5.9	6.0	-6.0	4.0	5.9	14.8	-6.8	10.5

#97 COc1cccc(NS(=O)(=O)c2ccc3[nH]cc(C(=O)N(C)Cc4ccco4)c(=O)c3c2)c1
#98 Nc1c(Cl)cc(-c2csc(N3CCCC3c3nc4cc(Cl)c(N5CCCCC5)cc4n3CCCO)n2)cc1Cl (stereo unspecified)
#99 O=C(Cc1ccccc1)N1CCN(Cc2ccccn2)CC1
#100 CCOC(=O)c1ccc(NC(=O)COc2ccc(S(=O)(=O)NC(C)(C)C)cc2)cc1
#101 Cc1ccc(OC(C)C)c(CN(CCO)CCO)c1
#102 O=C(C1CCCN(Cc2ccccc2)C1)N1CCc2ccccc2C1 (stereo unspecified)

assay / entry	97	98	99	100	101	102
HIV RNase H inh	.	.	-25.0	.	.	.
RmlC RmlD mix	0.1	-12.1	.	-3.5	-13.9	-74.6

A portion of the library, so the mix of outcomes need not match the whole.
